# Compound activity: PubChem BioAssay, several laboratories
# PKA inh: PKA (human) kinase inhibition | P17612 | PKA Kemptide phosphorylation, Kinase-Glo ATP luminescence | inhibition, % at 6 µM | 65,000 tested, 0.1% active | AID 524;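 active means inhibition above the screen-wide mean inhibition plus 3 SD, cut at about 21% in these data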; further: many of its hits are not listed in these tables
# C1s block: human complement C1s inhibition; AID 538; mean inhibition % of two 10-compound mixtures (stronger effect = higher value), % at 5 µM (by protocol); purified C1s, fluorogenic AMC substrate, pooled mixtures; P09871; 62,000 tested, 0.16% active;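 active means inhibition above 20% in each of the two 10-compound mixture wells holding the compound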;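 further: 0% = enzyme wells lacking compound mixture and 100% = no-enzyme blank wells; some compounds called inactive have numbers as strong as hits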
# FXIIa mix inh: factor XIIa (human) inhibition, mixture screen; P00748; purified FXIIa, fluorogenic substrate, pooled mixtures; inhibition, % at 5 µM; 62,000 tested, 0.2% active; AID 684;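 further: 0% = enzyme without compound and 100% = no enzyme blank; some results filed as inactive read as strong as hits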
# CatS inh: human cathepsin S inhibition; recombinant cathepsin S, AMC dipeptide fluorescence, pooled mixtures; inhibition, %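 (tested at 5 µM per compound within 10-compound mixtures)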; 62,000 tested, 0.06% active; in the data active means inhibition above about 32%, passing the limit was not always enough;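 further: 0% = enzyme without compound and 100% = blank without enzyme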
# FXIa mix inh: inhibitors of human coagulation factor XIa, pooled mixtures; 62,000 tested, 0.19% active; P03951; inhibition, % at 5 µM; purified FXIa, fluorogenic substrate;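 further: each value is inhibition by a whole ten-compound pool holding the compound; 0% = enzyme with no mixture and 100% = wells lacking enzyme; strong numbers were not always called active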
# Target sequence (P03951 19-387 limits assumed): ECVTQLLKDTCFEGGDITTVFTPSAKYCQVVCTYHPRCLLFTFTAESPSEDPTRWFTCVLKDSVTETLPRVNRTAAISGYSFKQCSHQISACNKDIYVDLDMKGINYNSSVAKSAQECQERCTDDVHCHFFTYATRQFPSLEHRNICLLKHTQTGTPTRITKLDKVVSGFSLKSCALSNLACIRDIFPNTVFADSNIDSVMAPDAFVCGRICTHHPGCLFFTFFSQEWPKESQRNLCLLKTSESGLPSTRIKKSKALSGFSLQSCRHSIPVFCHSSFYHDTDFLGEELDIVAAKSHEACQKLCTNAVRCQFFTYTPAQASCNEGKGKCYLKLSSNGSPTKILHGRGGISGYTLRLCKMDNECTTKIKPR
# Target sequence (P03951 388-625 limits assumed): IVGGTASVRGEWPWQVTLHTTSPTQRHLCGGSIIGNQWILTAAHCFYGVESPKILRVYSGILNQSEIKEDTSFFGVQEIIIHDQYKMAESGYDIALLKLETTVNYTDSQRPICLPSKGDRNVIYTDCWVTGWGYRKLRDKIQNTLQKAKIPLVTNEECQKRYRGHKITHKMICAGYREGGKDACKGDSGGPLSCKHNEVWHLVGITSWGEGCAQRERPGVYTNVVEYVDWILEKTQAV
# JNK3 blocker: JNK3 (human) kinase inhibition. 60,000 tested, 0.61% active. purified JNK3 kinase activity, HTS. inhibition, % at 8 µM. P53779. AID 746; in the data active means inhibition above about 17%;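 further: 0% = DMSO and 100% = reference inhibitor; many of its hits are not listed in these tables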
# Target sequence (P53779 whole entry, looked up): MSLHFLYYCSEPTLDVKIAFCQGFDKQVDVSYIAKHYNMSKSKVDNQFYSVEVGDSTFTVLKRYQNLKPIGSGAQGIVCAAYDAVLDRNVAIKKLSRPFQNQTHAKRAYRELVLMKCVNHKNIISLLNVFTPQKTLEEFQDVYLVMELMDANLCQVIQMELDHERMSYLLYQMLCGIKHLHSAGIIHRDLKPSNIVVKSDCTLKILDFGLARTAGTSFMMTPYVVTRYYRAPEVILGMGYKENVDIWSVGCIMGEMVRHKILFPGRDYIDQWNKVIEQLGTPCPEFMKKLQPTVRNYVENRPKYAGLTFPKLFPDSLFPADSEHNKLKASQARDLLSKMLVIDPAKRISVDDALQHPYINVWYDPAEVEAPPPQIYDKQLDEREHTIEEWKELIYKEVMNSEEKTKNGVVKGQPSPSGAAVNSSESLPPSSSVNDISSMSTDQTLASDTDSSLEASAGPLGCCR
# CatL inh: blocks human cathepsin L protease activity | purified cathepsin L, fluorogenic substrate, fluorescence | inhibition, %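 (tested at 10 µM)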 | 58,000 tested, 0.17% active; in the data active means inhibition above about 45%;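 further: 0% = enzyme with no compound and 100% = no enzyme blank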
# ROCK2 inh: inhibitors of human Rho kinase 2. AID 604. 60,000 tested, 0.35% active. inhibition, % at 6 µM. purified ROCK2, Kinase-Glo ATP depletion luminescence. O75116;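 active means inhibition above the screen-wide mean inhibition plus 3 SD, cut at about 18% in these data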;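 further: plate controls were DMSO wells for no effect and Y-27632 control wells after no-enzyme background subtraction for full effect; many of its hits are not listed in these tables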
# CatG inh: blocks human cathepsin G enzyme activity | inhibition, % at 5 µM (by protocol) | AID 581 | purified enzyme, AMC-tetrapeptide fluorescence, pooled mixtures | 62,000 tested, 0.2% active | P08311;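 active means inhibition above 20% in each of the two mixture wells holding the compound; inactive means inhibition of 20% or less in either well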;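 further: 0% = enzyme control without mixture and 100% = blank lacking enzyme; strong numbers were not always called active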
# Numbers without * were called inactive; · = no result given. Unless noted, no stated cut-off is given here; in the data, active means inhibition above about 20% (passing the limit was not always enough); inactive means the rest. Compounds were not picked by outcome. About 1.5% of those tested had a hit in this group.
SMILES,PKA inh,C1s block,FXIIa mix inh,CatS inh,FXIa mix inh,JNK3 blocker,CatL inh,ROCK2 inh,CatG inh
O=C(c1nn2c(C(F)(F)F)cc(-c3ccccc3)nc2c1Cl)N1CCOCC1,12,17,0,4,2,-1,29,7,11
COC(=O)c1sc(N)c(C(=O)OC)c1COC(=O)C1CC(=O)N(Cc2ccco2)C1 (centres undefined),-2,2,-15,-2,15,2,5,-4,1
CCN(CC(=O)Nc1ccc2c(c1)CCC2)Cc1nc2ccccc2c(=O)[nH]1,4,9,4,2,4,3,-7,16,-6
O=C(Nc1ccc2oc(=O)ccc2c1)c1cccnc1,7,23*,-1,2,16,0,4,4,16
CC(C)(C)OC(=O)N1CCC[C@H]1c1nnc(SC/C=C/c2ccccc2)o1,-7,5,7,2,12,-10,-5,-3,31
Cc1ccc(-n2c(SCC(=O)NCc3cccs3)nnc2-c2ccoc2C)cc1,-11,-5,-3,12,9,3,-5,-3,5
COc1cccc(C2C(C#N)=C(N)OC3=C2C(=O)CCC3)c1OC(=O)c1ccco1 (centres undefined),12,12,1,-9,7,-3,8,9,9
CC(=O)c1ccc(NC(=O)N[C@@H](Cc2ccccc2)C(=O)O)cc1,-3,1,5,-6,8,-2,-4,-1,1
CCc1cc2cc(C(=O)N3CCN(Cc4ccccc4)CC3)sc2s1,1,-21,5,-2,-3,5,1,4,4
COC(=O)C1C2C=CC3(CN(C(C)c4ccc(OC)cc4)C(=O)C13)O2 (centres undefined),-1,2,0,-2,4,-7,4,0,-4
CCc1ccc(NC(=O)CCN2C(=O)c3cccnc3C2=O)cc1,0,-31,2,12,0,6,1,-1,-4
CCOC(=O)c1cccc2c1-c1ccccc1/C2=N/O,5,-3,4,4,7,53*,11,7,-4
COc1cc(C2N3CC4(C)CN2CC(C)(C3)C4)ccc1O (centres undefined),0,0,11,-10,3,·,3,·,-9
CCOc1ccccc1NC(=O)CN(C)S(=O)(=O)c1ccc(OC)c(C)c1,8,-15,7,-6,4,0,-10,14,6
CCOC(=O)/C(C(N)=NC(C)C)=C(\O)c1ccccc1,-2,-13,6,21,21,-8,-4,-1,-2
CC(=O)c1c[nH]c2ccc(C)cc2c1=O,11,12,8,-2,0,·,-7,·,12
Cc1cccc(C)c1NC(=O)CNc1ccccc1,3,-46,6,2,-1,0,5,4,2
CCOc1ccc(C2CC(c3ccc(OC)c(OC)c3)n3nc(N)nc3N2)cc1 (centres undefined),-6,-38,3,-8,9,-6,-4,0,-4
O=C(NCCc1ccccc1)C1CCN(S(=O)(=O)c2cccs2)CC1,-2,-9,6,12,8,-6,5,0,-2
Cc1ccc2c(C)c(C(=O)Nc3c(C)n(C)n(-c4ccccc4)c3=O)oc2c1,-7,6,2,-5,12,-1,6,-7,1
CCOc1ccc2nc3c(cc2c1)CN(CCCO)C(=NCCOC)S3,-5,14,7,-1,4,8,-5,-3,9
O=C(CCNS(=O)(=O)c1ccc(Br)s1)N1CCN(c2ccccc2)CC1,5,0,-2,21,-3,-4,4,5,14
CC(C)CNC(=O)c1ccccc1NC(=O)CN(c1ccc2c(c1)OCCO2)S(C)(=O)=O,13,-36,11,7,2,0,0,5,-6
CCOC(=O)CNC(=O)CSc1nc2cccnc2n1C,-6,0,-2,-2,6,6,-4,-5,-6
COc1ccc(C)cc1NC(=O)CSc1nc(SC)ns1,-1,11,5,-1,6,-11,-6,-4,13
O=C(Nc1ccc(N2CCOCC2)cc1)C1CC1,-3,0,-3,0,7,2,3,-1,3
Cc1ccc(SCc2cc(=O)[nH]c(N3CCOCC3)n2)cc1,2,16,4,12,0,-7,22,0,14
COc1cccc(-c2nc(N3CCN(Cc4ccccc4)CC3)c3ccccc3n2)c1O,-2,·,·,·,·,0,19,-1,·
CCCc1cc(=O)[nH]c(SCC(=O)N(C)CC(=O)Nc2ccccc2CC)n1,8,35,6,7,6,4,·,5,-9
COCCn1c(SCC(=O)Nc2ccccc2)nc2c1c(=O)[nH]c(=O)n2C,8,-28,10,0,9,-2,1,-1,0
COc1ccc(CNC(=O)c2cc(C3CC3)on2)cc1,2,-24,8,-1,4,2,-2,-9,-11
CCC1CCCCN1C(=O)CSc1nnc(CNC(=O)c2cc(OC)c(OC)c(OC)c2)o1 (centres undefined),11,1,0,-2,7,·,-3,·,7
CSCCC(NC(N)=O)C(=O)NCc1ccccc1Cl (centres undefined),4,18,11,-5,6,-1,·,3,12
Cc1ccc(-c2nc(-c3cccnc3)no2)cc1,12,-4,7,5,-3,7,17,16,0
COc1ccc(/C(O)=C(\C#N)c2nc3ccccc3n2C)cc1OC,9,9,4,1,4,0,24,8,5
COc1ccc(-n2nnnc2SCC(=O)Nc2ccc3c(c2)OCCO3)c(OC)c1,4,-20,3,4,1,-3,18,5,-3
CCSc1ccccc1C(=O)N1CCN(Cc2ccc3c(c2)OCO3)CC1,6,4,-5,-1,13,9,-10,7,5
O=S(=O)(Cc1ccccc1)N1CCn2c(nc3ccccc32)C1,5,6,1,-2,5,4,8,3,7
Cc1ccc(C(=O)OCC(=O)Nc2ccc3c(c2)OCO3)o1,4,-15,-21,19,30,·,4,·,14
Cc1nc(CC(=O)N2CCN(S(=O)(=O)c3ccccc3C#N)CC2)cs1,-4,2,5,-3,9,4,3,-1,2
Cc1c(OCc2nn[nH]n2)ccc2c(-c3ccccc3)cc(=O)oc12,6,11,4,-3,5,3,0,1,10
COc1cc(/C=N/n2c(C)nnc2C)cc(OC)c1OC,-3,-26,10,18,10,-4,5,0,6
CCN1CCN(C(=O)C(NS(=O)(=O)c2ccc3nc(C)sc3c2)C(C)C)CC1 (centres undefined),3,14,1,-1,5,-2,·,3,11
Cc1ccc(-c2csc(N3CCC(C(N)=O)(N4CCCCC4)CC3)n2)cc1,-1,1,5,12,0,4,·,-2,8
CC1CCCCC1NC(=O)c1cc2c(s1)CS(=O)(=O)C2 (centres undefined),0,1,14,5,3,0,-1,-3,9
CCC1C(O)=C(c2ccccn2)C(=N)N1c1ccccc1 (centres undefined),4,3,10,8,8,3,28,3,6
O=c1[nH]c(-c2ccccn2)nc2ccccc12,-10,·,·,·,·,-2,-18,-3,·
CCN(CC)C(=O)C1CCCc2c1[nH]c1ccc(Cl)cc21 (centres undefined),8,31,13,20,4,2,26,6,-2
COc1ccccc1-c1nn2c(-c3ccccc3Cl)nnc2s1,-1,-40,-5,11,2,-1,3,-11,14
CCOC(=O)N1CCC(NC(=O)c2csc3c2CCCC3)CC1,5,-2,3,8,-3,2,9,4,7
COC(=O)c1cc(OC)c(OC)cc1NC(=O)CCC1CCCC1,5,-10,4,17,3,-3,2,6,4
O=C(C1CCCO1)N1CCN(c2ncccn2)CC1 (centres undefined),6,3,-3,-2,8,-2,-3,3,6
COc1ccc(NC(=O)N2c3ccccc3CC2C)cc1OC (centres undefined),-2,-11,11,14,6,-5,-4,-1,-4
Cc1cccc(OCCn2c(CCCO)nc3ccccc32)c1,4,4,3,0,3,·,5,·,6
Cc1cc(NC2CCCCC2)nc(N2CCOCC2)n1,4,8,5,11,5,-6,·,3,10
COC(=O)c1[nH]c(C)c(/C(O)=C2\C(=O)C(=O)N(CCCN3CCOCC3)C2c2ccccn2)c1C (centres undefined),4,-11,-2,-3,3,-7,2,8,-1
Cc1occc1-c1nnc(SCC(=O)NC(C)(C)C)n1C(C)c1ccccc1 (centres undefined),7,-5,-3,4,-2,-4,19,4,6
O=c1c2cnn(-c3ccccc3)c2ncn1Cc1cccc(Cl)c1,-3,5,2,-1,13,0,·,-3,1
Cc1cccc(NC(=O)C2CCN(c3nc(C)cc(C)n3)CC2)c1,1,-34,-17,-17,0,-2,-5,2,2
CCCOc1ccc2oc(=O)c3c(c2c1)CCCN3C(=O)CN1CCN(C(=O)c2ccco2)CC1,3,2,6,-3,5,5,-18,4,9

# Single records, from the list above. Screens in order: PKA inh | C1s block | FXIIa mix inh | CatS inh | FXIa mix inh | JNK3 blocker | CatL inh | ROCK2 inh | CatG inh
# Record of Cc1occc1-c1nnc(SCC(=O)NC(C)(C)C)n1C(C)c1ccccc1 (centres undefined) → 7 | -5 | -3 | 4 | -2 | -4 | 19 | 4 | 6
# Record of Cc1cccc(OCCn2c(CCCO)nc3ccccc32)c1 → 4 | 4 | 3 | 0 | 3 | · | 5 | · | 6

# An excerpt from above, reduced to CatL inh, CatG inh and C1s block.
SMILES	CatL inh	CatG inh	C1s block
COc1ccccc1-c1nn2c(-c3ccccc3Cl)nnc2s1	3	14	-40
CCOC(=O)N1CCC(NC(=O)c2csc3c2CCCC3)CC1	9	7	-2
COC(=O)c1cc(OC)c(OC)cc1NC(=O)CCC1CCCC1	2	4	-10
O=C(C1CCCO1)N1CCN(c2ncccn2)CC1 (centres undefined)	-3	6	3
COc1ccc(NC(=O)N2c3ccccc3CC2C)cc1OC (centres undefined)	-4	-4	-11
Cc1cccc(OCCn2c(CCCO)nc3ccccc32)c1	5	6	4

# Later entries.
SMILES,PKA inh,C1s block,FXIIa mix inh,CatS inh,FXIa mix inh,JNK3 blocker,CatL inh,ROCK2 inh,CatG inh
COc1ccccc1NC(=O)CN1C(=O)C2(OCCCO2)c2ccccc21,-1,-23,2,2,5,16,8,1,-5
COc1cccc(S(=O)(=O)Nc2ccc(C(=O)N3CCOCC3)cc2)c1,3,-4,26,-7,-1,-1,-16,6,7
Cc1cc(C)c(C#N)c(SCC(=O)Nc2ccccc2C(N)=O)n1,4,3,2,13,0,5,7,7,10
COc1ccccc1NC(=O)CSc1nc2ncccc2[nH]1,8,5,-8,0,1,-1,9,5,-1
CC(=O)c1ccc(NC(=O)C(C)Sc2nnnn2C)cc1 (centres undefined),2,-1,9,14,8,-5,-3,4,2
Cn1cccc1C(=O)c1ccc(Cl)cc1Cl,-6,-9,5,-6,2,4,-3,-7,-2
Cn1nnnc1SCc1cccc(CSc2nnnn2C)n1,0,3,6,2,7,10,-2,4,-5
Cc1ccc(S(=O)(=O)c2nc(-c3cccs3)oc2SCC(N)=O)cc1,5,6,3,1,7,·,0,·,12
CN1CCN(Cc2ccc(OCc3ccccc3)cc2)CC1,6,-4,5,-6,0,0,15,5,6
NC(=O)COc1ccc(C2c3c(oc4ccccc4c3=O)C(=O)N2CC2CCCO2)cc1 (centres undefined),6,-22,-3,18,-1,-3,9,-2,-6
CCOC(=O)N1CCC(NC(=O)Cn2cc3c(n2)CCCC3)CC1,-2,-35,3,11,12,4,·,2,0
CC(C)(C)n1ncc2c(=O)n(CC(=O)N3CCCc4ccccc43)cnc21,1,16,-2,-11,-1,-1,4,0,11
COc1cccc(C(=O)NC2CC3CCCC(C2)N3CC(=O)Nc2ccc(N(C)C)cc2)c1 (centres undefined),5,11,-18,3,1,·,-1,·,9
CC(=O)N1CCCc2cc(S(=O)(=O)Nc3ccc4c(c3)OCO4)ccc21,0,-4,-15,7,4,-3,5,-1,-1
O=[n+]1c2c(n([O-])c3cc(F)ccc31)CCCC2,12,0,-18,-3,-4,2,8,6,7
O=C(Nc1ccc2c(c1)OCO2)c1ccc(Br)s1,10,3,1,-1,2,-4,-8,4,-1
O=C(CCc1nc2ccccc2[nH]1)N1CCN(C(=O)c2ccco2)CC1,-3,-132,3,8,-4,2,·,1,-12
CCCC(=O)Nc1cc(-c2nn(C)c(=O)c3ccccc23)ccc1N1CCCCC1,8,0,0,5,-2,1,10,5,15
CC(C)CCNC(=O)CN(C)S(=O)(=O)c1cccc2nsnc12,0,2,-1,-17,6,3,-1,-3,-1
Cc1cccc(N=c2oc3cc(O)ccc3cc2C(N)=O)c1,10,-33,3,0,1,-7,-94,2,6
COCCN(CCOC)c1ncnc2c1cnn2-c1ccccc1,-1,6,19,1,7,6,9,1,6
Cc1cccc(N2CC(C)Cn3c2nc2c3c(=O)n(CC(=O)OCc3ccccc3)c(=O)n2C)c1 (centres undefined),4,-21,-13,9,12,1,-2,0,-2
